PP1 inh = PP1-alpha (human) inhibition in PP5 counter-screen; P62136; purified PP1alpha, OMFP fluorescence; inhibition, % at 6.7 µM; 0.9% of 320,000 active; AID 2235;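 active = inhibition above the mean inhibition of all tested compounds plus 3 SD, computed separately for each screening campaign, cut at about 15% in these data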
Target sequence (P62136 whole entry, looked up): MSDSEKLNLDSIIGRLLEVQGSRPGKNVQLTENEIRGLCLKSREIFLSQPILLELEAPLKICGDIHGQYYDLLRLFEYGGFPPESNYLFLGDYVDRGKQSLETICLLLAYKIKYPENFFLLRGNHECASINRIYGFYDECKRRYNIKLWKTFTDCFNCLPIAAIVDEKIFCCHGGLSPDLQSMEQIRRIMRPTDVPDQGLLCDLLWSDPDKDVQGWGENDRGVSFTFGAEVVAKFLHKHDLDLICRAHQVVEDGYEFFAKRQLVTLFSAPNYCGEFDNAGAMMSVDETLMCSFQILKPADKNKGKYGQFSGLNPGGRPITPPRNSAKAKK
procasp7 counter = counter-screen: procaspase-7 (human) activation. 0.093% of 330,000 active. activation, % at 8.5 µM. P55210. recombinant procaspase-7, Ac-DEVD-pNA absorbance 405 nm; D23A/D198A/D206A triple mutant, cannot self-cleave; scale: DMSO 0, 5 µM enzyme 100. AID 463210;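 active = percent activation above the screen-wide mean plus 3 SD, cut at about 25% in these data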
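Material: Procaspase-7 triple mutant (PC-7 D3A) | Quantity: 2 µM procaspase-7 mutant as dispensed | Reagent: DEVD-pNA substrate | Times: 1 h preincubation, 2 h reaction | Technique: 405 nm absorbance of p-nitroaniline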
VLA-4 inh = inhibition in a human VLA-4 binding assay; 0.2% of 330,000 active; VLA-4 expressing cells, ligand binding flow cytometry; AID 2557; P13612; inhibition, % (about 7 µM as worked out from the volumes in the protocol); in the data active = inhibition above about 50%
CTSL1 counter = counter-screen for PFM18AAP inhibitors: inhibitors of F. hepatica cathepsin L1; 0.49% of 300,000 active; recombinant F. hepatica cathepsin L1, Z-Leu-Arg-MCA fluorescence; AID 1906; inhibition, % at 5.96 µM;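 active = inhibition above the mean of all tested compounds plus 3 SD, set per screening campaign, cut at about 17% in these data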;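 also: 0% = plate median of test compound wells and 100% = 1 µM Z-Phe-Ala-diazomethylketone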
JMJD2C inh = blocks human GASC-1 demethylase activity | Q9H3R0 | inhibition, % at 2.35 µM | GST-JMJD2C(1-420) H3K9me3 demethylation, DELFIA europium | AID 2099 | 0.069% of 330,000 active;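 active = more than half of a compound's replicate wells show inhibition beyond 50%, single wells judged on their own value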;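 also: signal counts dimethyl H3K9 product captured on neutravidin plate; 0% = median of DMSO wells and 100% = 0.3 times that DMSO median; strong numbers were not always called active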
HCV core dimer = blocks dimerization of HCV core protein; AID 1899; 0.33% of 300,000 active; inhibition, % at 5 µM; TR-FRET GST/Flag-core106 dimerization, 1536-well;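 active = inhibition above the mean of all tested compounds plus 3 SD, set per screening campaign, cut at about 45% in these data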
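System – GST-tagged and Flag-tagged HCV core protein residues 1-106 · Repeats – one well for each compound · Technique – TR-FRET 671 and 617 nm emission · Doses – one concentration, 5 µM, in 0.5% DMSO · Times – 4 h, 22.5 °C incubation · Also added – Eu donor and XL665 acceptor anti-tag antibodies · Measure – percent inhibition of core106 dimerization signal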
GRK2 inh = human GRK2 inhibition via aptamer displacement. P25098. bead flow cytometry, FAM-aptamer displacement from GRK2. inhibition of aptamer binding, % at 10 µM. 0.59% of 330,000 active. AID 488847;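 active = inhibition of aptamer binding above 40%, roughly 3 SD of noise, on plates passing a quality check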;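 also: median bead fluorescence of bound FAM aptamer so fluorescent compounds give negative values; no value below 0 was filed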
Target sequence (P25098 whole entry, looked up): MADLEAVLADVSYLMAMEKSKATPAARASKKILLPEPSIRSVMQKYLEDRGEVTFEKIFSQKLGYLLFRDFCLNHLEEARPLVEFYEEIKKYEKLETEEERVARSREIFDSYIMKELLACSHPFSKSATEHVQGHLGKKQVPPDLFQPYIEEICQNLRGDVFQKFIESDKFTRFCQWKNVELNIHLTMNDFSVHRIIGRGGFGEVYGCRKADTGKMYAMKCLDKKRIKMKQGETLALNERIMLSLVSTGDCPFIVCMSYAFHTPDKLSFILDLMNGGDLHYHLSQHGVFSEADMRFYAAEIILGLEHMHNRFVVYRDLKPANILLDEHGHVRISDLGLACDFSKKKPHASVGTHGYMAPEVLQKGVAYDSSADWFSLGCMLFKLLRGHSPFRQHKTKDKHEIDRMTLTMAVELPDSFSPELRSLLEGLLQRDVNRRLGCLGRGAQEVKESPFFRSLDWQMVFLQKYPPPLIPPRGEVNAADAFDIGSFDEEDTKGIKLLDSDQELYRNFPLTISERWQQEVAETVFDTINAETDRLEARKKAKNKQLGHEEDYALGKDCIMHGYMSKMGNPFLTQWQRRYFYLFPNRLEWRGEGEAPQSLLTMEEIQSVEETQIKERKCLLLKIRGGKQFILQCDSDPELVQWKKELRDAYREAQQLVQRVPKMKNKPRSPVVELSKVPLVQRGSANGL
PP5 primary = PP5 (human) phosphatase inhibition. 0.18% of 320,000 active. purified PP5c, OMFP substrate fluorescence. inhibition, % at 6.7 µM. AID 1987. P53041;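 active = inhibition above the campaign's mean inhibition across all tested compounds plus 3 SD, cut at about 9.5% in these data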;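 also: 0% = DMSO only and 100% = 100 µM cantharidin control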
proCasp3 act = activators of human procaspase-3 | P42574 | recombinant procaspase-3 D3A, Ac-DEVD-pNA absorbance 405 nm | activation, % at 8.5 µM | 0.11% of 330,000 active;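 active = activation above the mean of all tested compounds plus 3 SD, cut at about 21% in these data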;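 also: 0% = DMSO alone and 100% = DMSO wells spiked with extra 5 µM PC-3 D3A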
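Assay system – Procaspase-3 D3A mutant · Benchmarks – DMSO low control, extra-enzyme high control · Technique – 405 nm absorbance of p-nitroaniline, reads at 0 and 120 min · Doses – 8.5 µM nominal · Measure – % activation between DMSO and enzyme-spiked controls · Also added – Ac-DEVD-pNA chromogenic peptide substrate · Schedule – 1 h compound preincubation, 2 h substrate hydrolysis at 25 °C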
Numbers without * were called inactive; / = no result given.

#	structure	PP1 inh	procasp7 counter	VLA-4 inh	CTSL1 counter	JMJD2C inh	HCV core dimer	GRK2 inh	PP5 primary	proCasp3 act
1	O=C(CCCn1c(SCC(=O)NCC2CCCO2)nc2ccccc2c1=O)NCC1CCCO1 (stereo not given)	0	1	2	2	/	0	1	-2.7	7
2	CN(C)CCNC(=O)c1ccc(COCC(F)(F)F)cc1	-7	4	23	2	6	2	0	-1.8	1
3	COc1ccccc1NC(=S)N=Nc1c(O)[nH]c2ccc(Br)cc12	8	7	-5	4	1	14	0	2.6	-9
4	COc1cc(OC)c(C2=NOC(C(=O)N3CCc4ccccc4C3)C2)cc1Cl (stereo not given)	1	1	0	-1	-5	5	0	3.6	8
5	CCN1CCN(c2cc(C)c3cc(NC(=O)c4cc(OC)cc(OC)c4)ccc3n2)CC1	-1	3	19	0	-2	-1	2	1.7	5
6	C=CCn1c(=NC(=O)C2COc3ccccc3O2)sc2cccc(OC)c21 (stereo not given)	-6	7	-5	3	-4	4	1	-0.2	-3
7	CC(=O)Nc1ccc(S(=O)(=O)NNC(=O)c2cccc(Cl)c2)cc1	-3	-7	4	-3	-6	-3	92*	0.6	4
8	COc1cccc(C(=O)N/N=C(/CCC(=O)O)c2ccccc2)c1	3	2	3	-1	-1	-4	2	0.3	3
9	COC(=O)C1=C(C)NC(=O)NC1c1ccc2c(c1)OCO2 (stereo not given)	-1	2	-1	0	-4	1	0	1.0	12
10	Cn1ncc2c(=O)n(CC(=O)NC34CC5CC(CC(C5)C3)C4)cnc21	0	-3	18	5	/	-6	2	-0.4	-6
11	CCCCNS(=O)(=O)c1ccc(OC)c(Cl)c1Cl	2	3	19	-2	10	-3	1	3.1	2
12	COC(=O)C1=C(C(=O)OC)[N+]2=C3N(C(=O)NC2(C)C)[C@H](CO)C[C@@]32c3ccccc3N(Cc3ccccc3)[C@@H]12	-3	-4	14	-6	4	-7	0	1.1	-1
13	COC(=O)CCC(=O)Nc1ccc(Cl)c(Cl)c1	-4	2	10	-3	21	-1	0	3.2	-2
14	Cc1ccc(NC(=O)CCN2C(=O)C3CCCCC3C2=O)cc1[N+](=O)[O-] (stereo not given)	1	4	-5	-2	7	1	3	-0.8	3
15	CCn1c(NC(=O)c2ccccc2)nc2ccccc21	-1	6	3	3	5	1	/	-0.4	-2
16	Cc1cnc(NC(=O)CN2CCN(c3ccccc3F)CC2)s1	1	-4	3	3	2	-4	3	1.3	6
17	CCCn1c(=N)c(S(=O)(=O)c2ccc(F)cc2)cc2c(=O)n3cccc(C)c3nc21	3	-23	-15	1	13	1	0	-0.8	-22
18	Cc1ccc(C(=O)OCC(=O)N2CC(C)CC(C)C2)cc1S(=O)(=O)N1CCCCC1 (stereo not given)	-3	11	11	-5	-1	5	2	2.0	7
19	O=c1c2ccccc2c(C=NC2CCS(=O)(=O)C2)c(O)n1-c1ccccc1 (stereo not given)	2	10	10	4	9	-3	0	2.1	3
20	O=C(COC(=O)/C=C/c1ccco1)Nc1ncc(Cl)cc1Cl	-1	-10	-8	-6	-2	18	60*	-0.7	2
21	COc1ccc(CN2CCC(=O)N(CCO)CC2)cc1OC	0	-12	-11	1	140	-6	0	1.4	1
22	CO/N=C/c1ccc(N2CCN(C(=O)c3ccc(F)cc3)CC2)c([N+](=O)[O-])c1	5	9	-6	1	2	-11	0	0.0	-10
23	COc1cccc(C2/C(=C(/O)c3ccc(C)cc3)C(=O)C(=O)N2Cc2ccco2)c1 (stereo not given)	16*	-6	-6	4	2	-14	0	-0.8	-4
24	C/C(=C\c1ccccc1)C(=O)NCCN1CCOCC1	-2	3	-2	1	-10	-7	2	5.2	-1
25	CN(C)c1ccc(/C=N/NC(=O)c2sccc2-n2cccc2)cc1	1	-8	13	7	6	2	1	-0.8	3
26	O=C(Nc1ccccc1[N+](=O)[O-])c1cncc(Br)c1	0	12	22	-2	27	5	7	0.3	5
27	CSc1ccccc1NC(=O)c1cc(C2CC2)on1	0	6	2	1	4	14	0	-0.3	9
28	CN1CCN(c2ccccc2/C=C2/C(=O)Nc3ccccc32)CC1	3	-9	-1	3	8	-14	0	-0.2	6
29	COc1ccc(Cl)cc1NC(=O)Cc1c(F)cccc1Cl	-1	0	2	0	3	3	0	2.0	1
30	CCOc1ccc(NC(=S)N2c3ccccc3CC2C)cc1 (stereo not given)	2	-7	1	3	-26	-2	0	1.7	-4

(listing goes on)
#	structure	PP1 inh	procasp7 counter	VLA-4 inh	CTSL1 counter	JMJD2C inh	HCV core dimer	GRK2 inh	PP5 primary	proCasp3 act
31	O=C(CCc1nc2ccccc2c(=O)[nH]1)NCCN1C(=O)S/C(=C\c2ccccc2Cl)C1=O	-4	4	-9	2	-31	-4	0	2.1	-1
32	c1cc2c(cc1-n1cnnn1)OCO2	-5	3	31	-11	-17	0	0	-1.2	11
33	COc1ccc(C2(O)CN(c3ccccc3)C3=[N+]2CCS3)cc1OC (stereo not given)	-3	0	0	-1	25	1	2	-0.8	-9
34	CCC(CC)NC(=O)COC(=O)c1cccc(C)c1O	-2	4	3	-1	-16	-4	1	1.5	-7
35	CCCn1c(N)c(C(=O)CN2CCN(S(=O)(=O)c3cccs3)CC2)c(=O)[nH]c1=O	6	7	6	-1	-1	-2	1	2.5	-4
36	Cc1cccc(NC(=O)CCc2nnc3ccc(NCc4ccco4)nn23)n1	0	-10	8	-2	-3	9	6	2.8	-2
37	CC(=O)Nc1ccc(-c2csc(NC(=O)Cc3cccc(F)c3)n2)cc1	3	18	-1	-2	-4	8	1	3.8	12
38	Nc1nc(NC(=O)c2ccccc2Cl)nn1-c1ccccc1	-4	4	-9	0	0	1	1	1.5	-9
39	CCOC(=O)N1CCN(c2cc(N3CCOCC3)c(F)cc2[N+](=O)[O-])CC1	-6	-4	10	1	-3	3	0	0.7	-1
40	CC(C)NC(=O)COc1ccc(S(=O)(=O)N2CCCC2)cc1	-1	-2	9	-4	-2	-5	3	2.0	-2
41	O=C(CSc1ccc2ccccc2n1)NC1CC1	2	4	7	/	1	/	1	-0.3	-8
42	C=C(C)CSc1nc2ccccc2c(=O)n1-c1c(C)n(C)n(-c2ccccc2)c1=O	-2	3	6	-3	-6	-1	1	0.7	2
43	COC(=O)c1ccc(NC(=O)C2CCCN2C(=O)OCc2ccccc2)cc1 (stereo not given)	-6	-4	21	3	-3	5	1	-1.7	4
44	COc1ccc(CCC(=O)NCc2cccc(C(F)(F)F)c2)cc1	-3	8	8	-1	-2	4	0	0.2	3
45	CCOC(=O)c1c(NC(=O)c2ccc(Cl)cc2)csc1C	-2	-1	8	3	1	4	0	-0.4	14
46	C=CCN(c1ccccc1)S(=O)(=O)c1cccc(C(=O)Nc2ncccc2C)c1	-4	-3	15	-1	4	2	0	-0.8	8
47	CCN(CC)c1ccc(N=CN2CCOCC2)cc1	0	4	-25	-1	-11	-4	6	0.3	9
48	CCCNc1ccc(S(=O)(=O)N(C(C)C)C(C)C)cn1	3	-6	3	-2	-6	-7	2	-0.4	0
49	COc1ccc(-n2c(C)nc3cc(C(=O)NCc4ccc5c(c4)OCO5)ccc32)cc1	-1	-1	14	-1	3	4	0	1.8	0
50	CCCCC(CC)C(=O)Nc1ccccc1C(=O)NC(C)C (stereo not given)	-3	-2	18	-2	-2	-2	3	0.6	1
51	COc1ccc(CNC(=O)C(c2ccco2)N(C(=O)c2csnn2)c2cccc(C)c2C)cc1 (stereo not given)	3	-6	-10	-3	-10	4	0	-0.8	1
52	NS(=O)(=O)c1ccc(NC(=S)NCc2ccc(Cl)cc2)cc1	-1	-21	-2	3	-8	-1	1	4.1	-12
53	COc1ccc(NC(=O)CN(C)CC(=O)NC(=O)NC2CCCCC2)cc1	4	-1	1	/	-2	/	2	-2.2	10
54	COc1ccccc1OCCNC(=O)c1ccc(Br)cc1	-3	1	1	4	-8	-2	0	2.5	-4
55	O=[N+]([O-])c1ccc(Sc2ccccn2)nc1	-5	6	25	0	-10	3	0	1.3	-1
56	O=C1C2C(C(=O)N1/N=C/c1ccc([N+](=O)[O-])o1)C1C=CC2C12CC2 (stereo not given)	-1	-14	5	0	-8	2	4	-2.0	-13

In the list so far, these contain a Cl atom:
#	structure	PP1 inh	procasp7 counter	VLA-4 inh	CTSL1 counter	JMJD2C inh	HCV core dimer	GRK2 inh	PP5 primary	proCasp3 act
4	COc1cc(OC)c(C2=NOC(C(=O)N3CCc4ccccc4C3)C2)cc1Cl (stereo not given)	1	1	0	-1	-5	5	0	3.6	8
7	CC(=O)Nc1ccc(S(=O)(=O)NNC(=O)c2cccc(Cl)c2)cc1	-3	-7	4	-3	-6	-3	92*	0.6	4
11	CCCCNS(=O)(=O)c1ccc(OC)c(Cl)c1Cl	2	3	19	-2	10	-3	1	3.1	2
13	COC(=O)CCC(=O)Nc1ccc(Cl)c(Cl)c1	-4	2	10	-3	21	-1	0	3.2	-2
20	O=C(COC(=O)/C=C/c1ccco1)Nc1ncc(Cl)cc1Cl	-1	-10	-8	-6	-2	18	60*	-0.7	2
29	COc1ccc(Cl)cc1NC(=O)Cc1c(F)cccc1Cl	-1	0	2	0	3	3	0	2.0	1
31	O=C(CCc1nc2ccccc2c(=O)[nH]1)NCCN1C(=O)S/C(=C\c2ccccc2Cl)C1=O	-4	4	-9	2	-31	-4	0	2.1	-1
38	Nc1nc(NC(=O)c2ccccc2Cl)nn1-c1ccccc1	-4	4	-9	0	0	1	1	1.5	-9
45	CCOC(=O)c1c(NC(=O)c2ccc(Cl)cc2)csc1C	-2	-1	8	3	1	4	0	-0.4	14
52	NS(=O)(=O)c1ccc(NC(=S)NCc2ccc(Cl)cc2)cc1	-1	-21	-2	3	-8	-1	1	4.1	-12

Screening data: PubChem BioAssay, several laboratories
